Screening data (PubChem BioAssay)
PTHR1 ag = activates the human parathyroid hormone receptor PTHR1; 410,000 tested, 0.075% active; Q03431; Potency, µM (highest dose often 115 µM), for the others: at the top dose activation, hits mostly activators; HEK293 GP2 PTHR1 cells, GloSensor cAMP luminescence, 1 h; AID 743266; note: potency is the fitted concentration of half-maximal effect; nearly all actives have a fitted effect of over 55% in size; some results filed as inactive show a strong effect at the top dose; inactives centre near -15; many of its hits are not listed in these tables
Target sequence (Q03431 whole entry, looked up): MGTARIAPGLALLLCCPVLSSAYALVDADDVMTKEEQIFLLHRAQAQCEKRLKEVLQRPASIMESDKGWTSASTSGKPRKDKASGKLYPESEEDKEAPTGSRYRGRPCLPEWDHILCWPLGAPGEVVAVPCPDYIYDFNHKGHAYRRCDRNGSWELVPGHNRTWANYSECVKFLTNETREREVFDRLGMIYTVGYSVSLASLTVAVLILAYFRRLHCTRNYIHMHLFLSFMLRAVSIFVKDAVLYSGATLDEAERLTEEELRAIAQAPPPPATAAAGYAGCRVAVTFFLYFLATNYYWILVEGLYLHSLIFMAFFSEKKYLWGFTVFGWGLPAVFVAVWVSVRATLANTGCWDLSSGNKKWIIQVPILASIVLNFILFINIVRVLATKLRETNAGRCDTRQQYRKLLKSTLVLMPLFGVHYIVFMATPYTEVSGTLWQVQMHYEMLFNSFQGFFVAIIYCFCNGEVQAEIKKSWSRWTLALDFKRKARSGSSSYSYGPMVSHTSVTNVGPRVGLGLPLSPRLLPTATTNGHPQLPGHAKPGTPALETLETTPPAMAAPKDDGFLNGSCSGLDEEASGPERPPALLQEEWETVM
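HEK-293-derived GP2 cells expressing PTHR1 and a GloSensor cAMP reporter, 3,000/well, plated overnight, given luciferin plus IBMX (each 0.5 mM as added) for 1 h at 37 °C, then compound for 1 h at 37 °C. Luminescence was read after 15 min at room temperature.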
KB-V1 cytotox = kills drug-selected multidrug resistant KB-V1 cells. Potency, µM (series often up to 46.1 µM), without a hit: at the top dose activity change, negative = cytotoxicity, hits mostly cytotoxic. 400,000 tested, 3.4% active. KB-V1 MDR cells viability, CellTiter-Glo, 72 h. AID 1347076; note: potency is the fitted concentration of half-maximal effect; % is set by controls: 0 for no effect and ±100 for the full control effect; nearly all actives have a fitted effect of over 60% in size
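In this primary screen, KB-V1 cells overexpressing P-gp are incubated with library compounds (lowest to highest concentration) for 72 h at 37 degrees C before a luminescent ATP viability read.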
GLP-1R agonist = agonists of human GLP-1 receptor; P43220; HEK293 GLP-1R CRE-luciferase, luminescence, 4-6 h; cells express a hypersensitive GLP-1R form; Potency, µM (highest dose often 45.6 µM), for the others: at the highest dose activation, actives largely listed as activators; 380,000 tested, 0.007% active; AID 624172; note: potency is the fitted concentration of half-maximal effect; % of control where 0% means no effect
Target sequence (P43220 whole entry, looked up): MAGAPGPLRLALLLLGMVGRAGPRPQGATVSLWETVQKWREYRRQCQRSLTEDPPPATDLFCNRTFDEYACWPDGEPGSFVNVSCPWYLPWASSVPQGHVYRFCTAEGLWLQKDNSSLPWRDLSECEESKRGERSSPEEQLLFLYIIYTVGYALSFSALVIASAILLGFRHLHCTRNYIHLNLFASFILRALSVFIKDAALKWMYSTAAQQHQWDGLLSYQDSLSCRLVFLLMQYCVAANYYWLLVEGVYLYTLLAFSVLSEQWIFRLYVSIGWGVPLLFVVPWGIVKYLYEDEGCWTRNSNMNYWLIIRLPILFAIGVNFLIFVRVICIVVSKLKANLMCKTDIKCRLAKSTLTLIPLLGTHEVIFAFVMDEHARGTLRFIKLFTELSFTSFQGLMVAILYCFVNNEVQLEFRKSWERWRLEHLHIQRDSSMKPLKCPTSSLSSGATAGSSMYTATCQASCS
DRD3 agonist = activates the human D3 dopamine receptor | 410,000 tested, 0.58% active | AID 652048 | D3R DiscoveRx beta-arrestin cells, luminescence, 90 min | max activation, % | P35462; in the data active = max activation above about 30%; note: 0% is about no effect; mostly tested at two doses, the higher about 12 µM
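Agonist mode: compounds and dopamine controls were applied to plated cells for 90 min at 37 degrees C after an overnight attachment at 1500 cells/well. Luminescent read-out followed 30 - 60 minutes at room temperature with DiscoveRx detection reagent.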
TDP43 rescue = rescues yeast growth from TDP-43 toxicity; TDP-43 expressing yeast growth rescue, BacTiter-Glo, 24 h; Potency, µM (doses to about 46.1 µM), inactives show at the highest dose growth rescue (activation), hits mostly activators; 410,000 tested, 1.8% active; AID 652104; note: potency is the fitted concentration of half-maximal effect; % of control where 0% means no effect; nearly all actives have a fitted effect of over 50% in size
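In this qHTS, compounds that restore growth of yeast expressing TDP-43 appear as activators. Cells (OD600=0.02, galactose medium, raffinose-pregrown) are incubated with compound 24 hr at 30 deg C and growth is quantified by BacTiter-Glo.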
GLP1R cytotox = cytotoxicity in counter-screen for GLP-1R inverse agonists. HEK293 cAMP-luciferase reporter cells, luminescence, 24 h. Potency, µM (titrated, usually from 38.3 µM), for inactives: at the highest dose activity change, negative = inhibition, hits mostly inhibitors. 410,000 tested, 0.13% active. AID 624418;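 note: loss of luciferase light is scored as toxicity; potency is the fitted concentration of half-maximal effect; % is set by controls: 0 for no effect and ±100 for the full control effect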
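Compound-treated cells are incubated 24 hr at 37 deg C under 5% CO2 after a 12 hour attachment period, then luciferase detection reagent is added and luminescence is measured following 12 min at room temperature; lowered signal indicates toxicity.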
aSyn yeast inh = inhibitors of alpha-synuclein toxicity in yeast. 370,000 tested, 0.14% active. Potency, µM (doses to about 46.1 µM), for the others: top-dose growth rescue (activation), usual class: activators. Yeast expressing alpha-synuclein, growth rescue, BacTiter-Glo, 24 h; note: potency is the fitted concentration of half-maximal effect; % of control where 0% means no effect; nearly all actives have a fitted effect of over 65% in size
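Rescue of yeast growth: cells expressing toxic alpha-synuclein, induced in galactose at OD600 0.02, incubated with compound 24 h at 30 C. ATP luminescence quantified growth; inhibitors of toxicity appear as activators.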
DRD3 antagonist = antagonists of human D3 dopamine receptor; P35462; D3R cells, DiscoveRx beta-arrestin luminescence, antagonist mode; active compounds read low; max response, negative = inhibition, %; 360,000 tested, 2.5% active; in the data active = max response below about -50%; inconclusive = no clear call, values can overlap the other calls; note: % is set by controls: 0 for no effect and ±100 for the full control effect; mostly tested at two doses, the higher about 12 µM
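Cells expressing the human receptor were seeded at 1500 cells/well, incubated overnight at 37 degrees C in 5% CO2, then exposed to library compounds with dopamine controls for 90 minutes at 37 degrees C before luminescent detection.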
GLP1R inv ag = acts as inverse agonist at human GLP-1 receptor. P43220. HEK293 GLP-1R CRE-luciferase, luminescence, 24 h; GLP-1R form is constitutively active. Potency, µM (series often up to 38.3 µM), inactives show top-dose activity change, negative = inhibition, hits mostly inhibitors. 410,000 tested, 1.6% active; note: potency is the fitted concentration of half-maximal effect; % is set by controls: 0 for no effect and ±100 for the full control effect; nearly all actives have a fitted effect of over 55% in size
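Inverse agonists were sought by their lowering of basal cAMP reporter luciferase output in HEK293 cells stably carrying constitutively active human GLP-1R, after 24 h compound treatment.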
Starred values were filed as active, the others as inactive; i = inactive; ? = inconclusive; . = not tested or not shown; & = joins results of further samples; [ ] = another dose, or the depositor's remark. Unless noted, calls come from the whole dose curve; as a rule, active = well fitted curve in the direction sought with a large enough effect; inconclusive = small, poorly fitted or top-dose-only effect, or another doubt; inactive = no such curve, though single readings can be large; an effect the other way counts as inactive or inconclusive. Some of the compounds tested (hit frequency here may not be typical).

compound	PTHR1 ag	KB-V1 cytotox	GLP-1R agonist	DRD3 agonist	TDP43 rescue	GLP1R cytotox	aSyn yeast inh	DRD3 antagonist	GLP1R inv ag
CC(=O)N1CCc2cc(S(=O)(=O)CCC(=O)N3CCC(C)CC3)ccc21	i	-3.0%	2.0%	4.9	-4.8%	-2.1%	-0.4%	10.0	3.5%
CC1(C)Oc2ccc3ccc(=O)oc3c2/C(=C/NCCO)C1=O	i	-0.3%	11.0%	-1.6	11.6%	13.2%	0.3%	16.3	-4.9%
COC(=O)C1CCN(C(=O)Cn2nnc(-c3cccc(F)c3)n2)CC1	i	9.5%	8.5%	5.9	-4.3%	6.3%	-0.3%	-1.8	9.8%
COc1ccc(CNC(=O)O[C@@H]2C[C@H]3C(=O)N(c4ccccc4)C(=O)[C@H]3[C@@]3(CN(S(=O)(=O)c4ccc(C)cc4)C[C@H]3C)[C@@H]2O)cc1OC	-10.8%	-0.8%	-6.0%	-7.7	13.1%	-14.9%	8.9%	-20.3	-28.7%
Cc1ccc(OCC(=O)NCC(c2ccc(Cl)cc2)N2CCCCC2)cc1 (stereo not drawn)	i	2.9%	.	-19.5	?	3.9%	.	.	?
O=C(Nc1ccccc1)/C(=C/c1cccnc1)NC(=O)c1ccco1	i	13.9%	-0.2%	3.4	9.9%	-6.4%	-1.1%	-5.0	13.7%
COc1ccc(CNc2nc3nc(C)cc(C)n3n2)cc1OC	19.1%	-6.1%	21.0%	4.7	13.3%	20.5%	-5.0%	-56.0*	0.0%
CCOC(=O)/C(C#N)=C1/SC(CC)C(=O)N1c1ccc(C)cc1 (stereo not drawn)	-62.0%[inhibitor][57.5 µM]	-3.7%	-1.6%	11.2	21.2%	66.3%[activator]	20.5%	-57.2*	19.9%
O=C(Nc1ccccc1Cl)c1c(F)c(F)c(F)c(F)c1F	-36.8%[inhibitor]	-9.1%	-1.6%	-4.6	21.9%	-4.1%	-5.1%	-61.9*	-13.3%
CN(Cc1ccccc1)C(=O)COC(=O)c1cc(S(=O)(=O)N(C)C)ccc1N1CCCC1	i	-24.6%	12.8%	-5.2	-4.2%	-8.5%	3.7%	0.5	?
CCCCN1C[C@H](O)[C@@H](O)[C@H](O)[C@H]1CO	-2.1%	4.3%	-1.6%	0.2&-41.2	13.7%	-5.3%	-0.8%	9.5	-6.2%
Nc1ccc(Sc2ccccc2Cl)nc1	-16.1%	-7.7%	1.9%	6.7	?	-7.2%	8.6%	-14.6	?
CCCCCN1N=C(C)CC1=O	i	-1.0%	-1.6%	8.0	15.0%	1.3%	-7.7%	-22.5	8.7%
CC(C)SC1=NC(C)(C)C=C(/C=C/c2ccc(Cl)cc2Cl)N1	-31.6%[inhibitor]	-8.0%	-15.0%	8.5	5.9%	15.7%	11.3%	-5.9	?
CCN(CC)CCCNCC(=O)Nc1ccc2c(c1)CCC2	i	9.9%	7.0%	-0.6	-2.6%	1.9%	-1.2%	14.7	?
CC(OC1=CC(=O)CCC1)C(=O)c1ccccc1 (stereo not drawn)	-29.2%[57.5 µM]	-4.4%	-5.8%	2.4	18.3%	1.8%	1.6%	15.9	0.0%
O=C1N(Cc2ccccc2F)c2ccccc2C12OCCCO2	-5.4%	2.7%	14.2%	10.8	0.9%	-2.8%	1.3%	3.5	0.0%
CN(C)c1ccc(/C=C/c2noc(-c3ccccc3O)n2)cc1	i	6.7%	.	5.5	1.8%	0.8%	.	.	13.6%
C#CCOCCOCCOCCNc1nc(N2CCN(C(=O)[C@H]([C@@H](C)CC)n3cc([C@@H](N)CO)nn3)CC2)nc(N2CCN(C(=O)[C@H](CCCCN)n3cc([C@@H](N)CO)nn3)CC2)n1	-21.1%	-8.9%	-0.7%	-4.2	13.2%	-6.1%	7.9%	10.8	8.4%
ClC1(Cl)CC1CSc1ncn[nH]1 (stereo not drawn)	-20.4%	-4.5%	-0.7%	2.0	14.4%	10.6%	18.6%	7.2	11.8%
O=C(Nc1ccccc1)c1nnsc1S(=O)c1ccc(Cl)cc1 (stereo not drawn)	-22.1%	-4.3%	-35.1%[inhibitor]	-22.6	-93.6%[inhibitor]	?	-82.0%[inhibitor]	-58.9*	?
CC1(C)CC(=O)C(c2c[nH]c3ccccc23)C(=O)C1	i	20.7%	5.4%	6.1	-8.3%[0.397 µM]	1.1%	0.4%	-13.4	24.5%
Cc1cc(NC(=O)Nc2nnc(N(C)C3CCCCC3)s2)ccc1Br	-17.8%	12.9%	.	8.9	18.7%	-1.7%	.	.	10.5%
N#CCC(=O)Nc1ccccc1C(=O)O	i	16.5%	-3.2%	-0.8	-10.2%	4.5%	-11.4%	-17.9	-1.0%
O/N=C(/CCc1ccccc1)c1ccc2c(c1)OCCO2	-18.5%	-17.8%	17.8%	5.9	?	-5.2%	7.6%	7.4	?
COc1ccc(OC)c(C2=NOC(C(=O)NCCN3CCOCC3)C2)c1 (stereo not drawn)	-7.4%[57.5 µM]	?	-12.1%	22.0	-5.2%	2.4%	7.1%	2.6	-4.9%
COc1cccc(COc2nc3c(c(=O)n(C)c(=O)n3C)n2C)c1	i	?	-1.0%	-2.3	-0.1%	-0.1%	1.2%	?	19.4%
CCSc1nnc2c(n1)OC(c1cc(OC)c(OC)c(OC)c1)Nc1ccccc1-2 (stereo not drawn)	i	17.0%	.	-0.9	4.2%	13.8%	.	.	0.2%
COc1ccc(CC(=O)N2CCC(Nc3nc4ccccc4n3Cc3ccc(F)cc3)CC2)cc1	-4.6%	?	-7.5%	1.1	6.4%	-17.4%	13.1%	-19.0	8.91µM*
COc1ccc(-c2nc(Cc3ccc(Cl)cc3)no2)cc1OC	i	-9.5%	-2.3%	0.2	19.8%	-1.0%	5.9%	15.1	-0.6%

Some entries already given, showing only GLP1R cytotox.
compound | GLP1R cytotox
COc1ccc(CNC(=O)O[C@@H]2C[C@H]3C(=O)N(c4ccccc4)C(=O)[C@H]3[C@@]3(CN(S(=O)(=O)c4ccc(C)cc4)C[C@H]3C)[C@@H]2O)cc1OC | -14.9%
Cc1ccc(OCC(=O)NCC(c2ccc(Cl)cc2)N2CCCCC2)cc1 (stereo not drawn) | 3.9%

Remaining list, next part.
compound	PTHR1 ag	KB-V1 cytotox	GLP-1R agonist	DRD3 agonist	TDP43 rescue	GLP1R cytotox	aSyn yeast inh	DRD3 antagonist	GLP1R inv ag
CCN(CC)Cc1c[nH]c2c(C(=O)OC)cccc12	-3.8%	14.6%	-5.0%	-2.9	0.0%	-1.8%	2.4%	-7.2	?
Cc1ccc(NC(=O)CSCc2cc(=O)n3cc(C)sc3n2)c(C)c1	-3.8%	5.7%	2.2%	9.5	14.2%	3.2%	-0.9%	4.5	1.5%
O=C(N/N=C/c1cccc(Oc2ccc([N+](=O)[O-])cc2[N+](=O)[O-])c1)c1cncc(Br)c1	i	0.2%	3.6%	14.1	2.3%	-28.5%	1.2%	7.1	-14.1%
CCCCn1c(-c2ccc(F)c(F)c2)nc2cc3[nH]c(=O)c(C(C)C)nc3cc21	-9.4%	10.6%	-1.0%	12.1	6.1%	1.6%	-3.2%	6.9	?
O=C(NCCCN1CCOCC1)c1ccccc1N1C(=O)[C@@H]2Cc3c([nH]c4ccccc34)C(c3cccc(Cl)c3)N2C1=O (stereo partly drawn)	-42.5%	0.0%	0.3%	-0.6	12.2%	-22.2%	-1.2%	-7.8	?
Cn1c(SCC(=O)N2CCCC2)nc2ccccc2c1=O	-3.9%[57.5 µM]	-25.0%	-6.5%	2.0	-7.4%	-11.3%	-3.5%	-4.0	8.7%
O=C(O)C(C(O)c1ccc([N+](=O)[O-])cc1)[n+]1ccccc1 (stereo not drawn)	i	?	-5.8%	11.1	8.0%	0.5%	-8.6%	-4.7	2.7%
COc1cc(/C=N/NC(=O)c2ccc(CSc3nncn3C)cc2)cc(OC)c1O	-12.5%	-6.0%	-0.6%	3.7	7.4%	3.0%[7.66 µM]	2.2%	-3.9	7.1%[7.66 µM]
CCCc1ccc(OCc2nc(-c3ccc(NC(=O)c4ccco4)cc3)no2)cc1	-7.5%[57.5 µM]	?	-5.6%	2.9	-20.8%	-27.4%	-5.4%	23.5	-19.3%
CCCNS(=O)(=O)c1ccc2nc(NC(=O)c3ccc(F)cc3)sc2c1	i	23.3%	.	-4.3	28.3%[9.22 µM]	-1.5%	.	.	21.6%
O=C(c1cccc(F)c1)N1CCC(N2CCCCCC2)CC1	-11.3%	9.7%	-1.7%	2.9	-9.2%	-3.4%	-2.3%	-73.6*	0.0%
COCCCNC(=O)c1cccc(S(=O)(=O)N2CC3(C)CC2CC(C)(C)C3)c1 (stereo not drawn)	-7.0%	-2.2%	-1.9%	7.9	0.0%	-19.4%	3.8%	1.8	-11.6%
COC(=O)C[C@H]1C[C@@H]2c3cc(NC(=O)Nc4ccccc4)ccc3O[C@@H]2[C@@H](CO)O1	-20.6%	12.4%	-1.0%	5.9	3.4%	4.4%	?	17.9	7.0%
CC(=O)Nc1ccc(-c2cc(-c3ccc(NC(C)=O)cc3)nc(-c3ccccc3)n2)cc1	i	-4.0%	-1.6%	15.9	-27.9%	5.9%	-3.2%	6.8	-15.6%
Cc1cc(OCC(=O)Nc2ccncc2)c(C)cc1Br	i	-16.0%	7.2%	-9.4	-16.0%	8.4%	-1.4%	40.2	1.3%
CCOC(CNC(=O)CCc1c(C)nc2ncnn2c1C)OCC	i	10.0%	2.5%	-2.6	1.9%	-4.5%	6.9%	10.3	-6.6%
CC(C)(C)[C@@H]1C=C(C(=O)N2CCN(Cc3ccccc3)CC2)O[C@H](OCCCCO)C1	-12.2%	-12.7%	12.4%	-22.4	-6.7%	0.0%	-4.5%	0.0	-9.2%
